MEKK2wt PB1 HTS = modulators of MEK5 binding to wildtype MEKK2, primary screen, biochemical, multiplex bead flow cytometry, Alexa488-MEK5; Mitogen-activated protein kinase kinase kinase 2 (Homo sapiens), Q9Y2U5; Alexa488-MEK5 binding to MEKK2 WT; actives lie on both sides; binding response (% of control), % at 10 µM; actives 1.1% (n = 290,000); in the data active = binding response below about 67% or above about 130%
FID counter = compounds displacing fluorescent DNA intercalator, primary screen, artefact control for HCV NS3 helicase inhibitor project, biochemical, FID fluorescence | DNA fluorescent intercalator displacement | inhibition, % at 7.9 µM | actives 0.17% (n = 290,000) | AID 1845, 2009; in the data active = inhibition above about 37%;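 note: 0% = vehicle and 100% = reference compound; higher means more ethidium bromide displaced from hairpin DNA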
NALP1 yeast inh = NALP1 inflammasome inhibitors in reconstituted yeast, colorimetric, S. cerevisiae, triplicate retest; S. cerevisiae NALP1/ASC/caspase-1 growth, X-gal OD620, 72 h; inhibition, % at 10 µM; actives 0.61% (n = 280,000); AID 2071, 2009; in the data active = inhibition mostly above about 24%, no sharp cut-off; inactive = mostly below about 32%; note: some compounds called inactive have numbers as strong as hits
IMP-1 inh = IMP-1 metallo-beta-lactamase inhibitors, primary screen, biochemical, epi-absorbance readout, Pseudomonas aeruginosa enzyme. metallo-beta-lactamase IMP-1 (Pseudomonas aeruginosa). purified IMP-1, nitrocefin hydrolysis, epi-absorbance fluorescence. inhibition, % at 5.6 µM. actives 0.45% (n = 290,000). AID 1556, 2009;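 active = inhibition above the mean plus 3 SD of all compounds in the same screening run, cut at about 4.5% in these data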;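 note: 0% = IMP-1 with DMSO and 100% = DMSO wells lacking enzyme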
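System: purified IMP-1 / Input: IMP-1 dispensed at 0.2 nM / Medium: 50 mM HEPES pH 7.1, 50 µM ZnSO4, 0.05% Brij 35 / Timing: 15 min enzyme–compound preincubation, then 25 min nitrocefin reaction, 25 °C / Technique: plate fluorescence quenching by hydrolysis product, ex 480/em 530 nm / Repeats: singlicate testing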
MEKK2 mut-MEK5 = MEK5 binding signal on mutant MEKK2 PB1, primary screen, biochemical, multiplex bead flow cytometry, Alexa488-MEK5; Alexa488-MEK5 binding to MEKK2 mutant; percent response, % at 10 µM; actives 0.35% (n = 290,000); AID 1530, 2009; in the data active = percent response above about 24%, passing the limit was not always enough; note: inactives centre near 1; some results filed as inactive read as strong as hits
NS3 helicase inh = inhibitors of HCV NS3 helicase, primary screen, biochemical, Cy5 molecular beacon fluorescence. Hepatitis C virus NS3 helicase. NS3 helicase DNA unwinding. inhibition, % at 10.9 µM. actives 0.56% (n = 290,000);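 active = inhibition above the mean of all tested compounds plus 3 SD, set per campaign, cut at about 35% in these data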;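 note: 0% = DMSO wells and 100% = thioflavine S control wells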
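Control set: DMSO versus 110 µM thioflavine S; Material: NS3 helicase fragment of HCV; Measured by: Cy5 fluorescence at 0 and 60 min, beacon hairpin quenching; Read-out basis: percent inhibition from t60/t0 fluorescence ratio; Times: reaction time 60 min, 25 °C; Repeats: single replicate; Compound dosing: single dose, 10.9 µM nominal final, DMSO 0.8% final.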
PfM18AAP inh = PfM18AAP inhibitors, malaria aminopeptidase, primary screen, biochemical, QFRET, recombinant enzyme. M18 aspartyl aminopeptidase (Plasmodium falciparum 3D7). H-Glu-NHMec fluorogenic cleavage. inhibition, % at 7.35 µM. actives 1.2% (n = 290,000);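 active = inhibition above the campaign mean inhibition over all tested compounds plus 3 SD, cut at about 28% in these data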;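 note: 0% = plate median of test compound wells and 100% = 2 mM ZnCl2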
UBC9 SUMO inh = inhibitors of in vitro SUMOylation cascade, primary screen, biochemical, HTRF, uHTS; inhibition, % at 35 µM; AID 2006, 2009; HTRF SUMOylation assay, SAE1/SAE2 + UBC9; actives 0.36% (n = 290,000); SUMO-conjugating enzyme UBC9 (Homo sapiens), P63279; in the data active = inhibition above about 50%, passing the limit was not always enough; note: strong numbers were not always called active
Target sequence (P63279 whole entry, looked up): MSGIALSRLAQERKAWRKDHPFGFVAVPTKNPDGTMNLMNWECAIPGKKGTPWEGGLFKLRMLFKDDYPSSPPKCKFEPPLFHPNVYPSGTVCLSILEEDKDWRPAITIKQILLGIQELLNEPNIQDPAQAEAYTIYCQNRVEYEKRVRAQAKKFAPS
VIM-2 inhibitor = VIM-2 metallo-beta-lactamase inhibitors, primary screen, biochemical, epi-absorbance readout, Pseudomonas aeruginosa enzyme | purified VIM-2, nitrocefin hydrolysis, epi-absorbance fluorescence | AID 1527, 2009 | actives 0.89% (n = 290,000) | inhibition, % at 5.6 µM;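 active = inhibition above the mean of all tested compounds plus 3 SD, cutoff set per screening run, cut at about 7.5% in these data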;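 note: red hydrolysis product quenches plate fluorescence so inhibitors raise well fluorescence; 0% = enzyme with DMSO and 100% = DMSO without enzyme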
* marks the source's active call; other numbers are inactive results; . = not tested or not shown; & = joins results of further samples.

Start of the listing, in advance:
SMILES	MEKK2wt PB1 HTS	FID counter	NALP1 yeast inh	IMP-1 inh	MEKK2 mut-MEK5	NS3 helicase inh	PfM18AAP inh	UBC9 SUMO inh	VIM-2 inhibitor
O=C(OCCCN1CCCCC1)c1ccc(O)cc1	119	-6	0	-2.0	8	1	0	20	-2.6
CS(=O)(=O)N1CCN(C(=O)c2cc(-c3ccccc3)nc3ccccc23)CC1	99	-11	0	-2.1	4	-2	1	14	-3.5

Main list, from the start:
SMILES	MEKK2wt PB1 HTS	FID counter	NALP1 yeast inh	IMP-1 inh	MEKK2 mut-MEK5	NS3 helicase inh	PfM18AAP inh	UBC9 SUMO inh	VIM-2 inhibitor
O=C(OCCCN1CCCCC1)c1ccc(O)cc1	119	-6	0	-2.0	8	1	0	20	-2.6
CS(=O)(=O)N1CCN(C(=O)c2cc(-c3ccccc3)nc3ccccc23)CC1	99	-11	0	-2.1	4	-2	1	14	-3.5
COc1cccc(NC(=O)c2ccccc2N2C(=O)C3C4C=CC(C4)C3C2=O)c1 (stereo not drawn)	102	-12	-4	-1.6	1	-1	-2	-10	-1.0
CCOC(=O)C1CCCN(c2c(NCCCN(C)Cc3ccccc3)c(=O)c2=O)C1 (stereo not drawn)	122	6	18	-2.0	7	-5	3	22	-0.1
COc1ccc(CC(=O)Nc2c(C(=O)N3CCN(c4ncccn4)CC3)oc3ccccc23)cc1	94	-45	11	-1.2	-7	-9	12	-14	-1.6
Cn1cc(S(=O)(=O)N2CCc3ccccc32)cc1C(=O)NC(C)(C)C	100	-36	23	-5.5	3	-11	3	-10	-5.2
CCOC(=O)C1CCCN(c2c(NCCCN(CC)c3ccccc3)c(=O)c2=O)C1 (stereo not drawn)	103	-21	28	-1.2	-5	0	-7	5	-3.3
N#C/C(=C(/O)c1ccc2c(c1)OCO2)c1nc2cc(C(F)(F)F)ccc2s1	94	-10	-4	-4.8	5	0	27	7	-3.8
COc1ccc(NC(=S)N(CCO)Cc2ccccc2)cc1	99	-5	-11	-0.9	2	7	-5	0	-2.6
COc1ccc(C/C(C)=N/NC(=O)c2cccnc2)cc1	89	-2	26	-2.7	-5	-1	0	-8	-4.3
Cc1onc(-c2ccccc2)c1C(=O)N1CCCCCC1	105	-12	1	-1.6	4	-8	4	0	-0.9
O=C(COc1ncnc2c(Cl)cc(Cl)cc12)N1CCCCC1	97	-2	-1	-0.8	3	0	-14	7	-0.2
O=C(CNC(=O)c1ccc(Cl)cc1)Nc1ccccc1C(F)(F)F	107	-5	8	-0.6	3	-11	3	18	-2.1
CCCCC(NC(=O)Cc1c(C)c2cc3c4c(oc3c(C)c2oc1=O)CCCC4)C(=O)O (stereo not drawn)	103	-13	-4	-0.9	2	-10	-5	20	3.7
Cc1cc(S(=O)(=O)N2CCOCC2)ccc1OCC(=O)Nc1ccc(F)cc1F	96	-22	13	-1.5	-3	1	3	0	-1.3
O=C(NCCO[N+](=O)[O-])c1cccnc1	113&86	3	11	0.6	6&-8	-12	2	0	2.0
Cc1nnc(NC(=O)c2c(F)cccc2F)s1	102	-3	31	-1.2	3	-5	0	6	-4.8
C=CCn1cc(F)c(=O)n(CC=C)c1=O	97	2	14	-2.8	2	-13	2	7	-2.2
Cc1cccc(OCC(=O)N=Nc2c(O)[nH]c3ccc([N+](=O)[O-])cc23)c1	104	1	14	-4.3	5	-3	-5	14	-4.9
COC(=O)C1=C(C)N(c2cccc(C)c2)C(=O)/C1=C\c1cccs1	95	-2	7	-1.9	2	2	-6	-6	-0.7

Just FID counter and PfM18AAP inh, for some of the entries so far:
Molecule	FID counter	PfM18AAP inh
CCOC(=O)C1CCCN(c2c(NCCCN(C)Cc3ccccc3)c(=O)c2=O)C1 (stereo not drawn)	6	3
COc1ccc(CC(=O)Nc2c(C(=O)N3CCN(c4ncccn4)CC3)oc3ccccc23)cc1	-45	12

The list goes on:
SMILES	MEKK2wt PB1 HTS	FID counter	NALP1 yeast inh	IMP-1 inh	MEKK2 mut-MEK5	NS3 helicase inh	PfM18AAP inh	UBC9 SUMO inh	VIM-2 inhibitor
CCCCCCOc1ccc(N2C(=O)CC(SCCN)C2=O)cc1 (stereo not drawn)	116	9	0	-3.8	6	-65	-4	6	15*
Cc1ccc(NC(=O)C2CC(=O)Nc3ncnn32)cc1Cl (stereo not drawn)	108	-5	.	-3.4	16	6	-4	39	-0.8
O=C(CCN1C(=O)c2ccccc2C1=O)Nc1sc2c(c1C(=O)NCc1ccco1)CCCC2	91	-5	32	-3.6	-3	-3	1	-1	-1.5
Cc1cc(C(=O)CSc2cccc[n+]2[O-])c(C)n1-c1ccccc1	100	-15	4	-2.5	1	9	4	21	-3.0
O=C(NCCc1cccc(Cl)c1)c1cccc([N+](=O)[O-])c1	92	5	26	-1.6	-3	-1	2	-10	-2.5
CCOc1ccc(NC(=O)CCC(=O)c2ccc(OC)cc2)cc1	108	-20	5	0.7	1	0	-1	1	-0.9
CCCCN(CC)Cc1ccc(CNC(=O)Nc2ccc(F)cc2)o1	105	3	27	-0.2	1	1	-6	-1	-3.8
COC(=O)C(CCSC)NC(=O)Cn1ncc2c(=O)oc3ccccc3c21 (stereo not drawn)	100	2	56	-2.8	5	0	-1	-7	-2.7
CCCCCCCc1c(O)nc(SCC(=O)O)[nH]c1=O	102	-2	6	0.4	-15	8	-12	-3	2.5
CC(=O)c1ccc(NC(=O)c2cc(Cl)sc2Cl)cc1	107	-1	36	-1.9	4	-2	-8	0	-1.4
CCS(=O)(=O)Nc1ccc(C2=NN(S(=O)(=O)c3ccc(F)cc3)C(c3ccco3)C2)cc1 (stereo not drawn)	.	-18	-6	-2.5	.	22	6	-2	-3.6
Cc1c(C(=O)c2no[n+]([O-])c2C(=O)c2cnn(C)c2C)cnn1C	105	0	8	-3.7	9	6	59*	18	-1.9
COc1ccc(/C=N/N2CCOCC2)cc1COc1ccc(F)cc1	89	-5	4	-3.3	-7	2	2	2	-3.2
Cc1ccc(OCC(=O)N/N=C/c2ccncc2)cc1	.	-3	2	-2.3	.	-1	-2	9	-4.2
COc1ccccc1N1CCN(C(=O)c2oc3cc(C)c(C)cc3c2C)CC1	103	2	12	-4.0	1	9	4	3	-4.2
Cc1ccccc1COc1ccc(-c2nn[nH]n2)cc1	108	-24	13	-3.2	9	2	1	10	-1.8
Cc1ccc2c(c1)N(CC(=O)NCC1CCCO1)C(=O)C(C)O2 (stereo not drawn)	94	-2	8	-1.8	-4	-10	2	-9	-5.3
Cc1c(Cl)cccc1-n1nnnc1-c1cccs1	106	-11	-1	-1.8	3	1	-9	9	-3.1
C/C(=N/N1CCN(Cc2cccc3ccccc23)CC1)c1ccco1	100	-5	20	-1.2	2	0	-2	15	-2.1
COc1ccc(NC(=S)NC2CC3CCCC(C2)N3C2CC2)cc1 (stereo not drawn)	127	3	-7	-3.5	7	-7	0	4	-5.3
Nc1ccccc1SCc1cc([N+](=O)[O-])cc2c1OCOC2	98	5	24*	-1.8	0	-6	2	-32	-0.5
CCN(CC)CCn1c(NCc2cccc(OC)c2OC)nc2ccccc21	112	8	17	-1.3	9	0	1	-3	-2.3
CC(=O)/C(N=Nc1ccc2c(c1)OCCO2)=C(\C)O	102	-1	12	-3.5	-2	8	3	-24	-3.8
CCCSc1nc(C)c(-c2csc(C(C#N)=C3CCCC3)n2)cc1C#N	100	-7	-12	0.0	2	52*	-5	28	-1.0
Cc1ccc(NC(=O)CCC(=O)NNC(=O)NC23CC4CC(CC(C4)C2)C3)cc1C	97	-18	31	-1.6	-1	5	-5	-27	-2.5
CC(C)C(=O)Nc1ccc(NC(=O)c2ccc(COc3ccccc3)cc2)cc1	99	-1	18	-1.2	2	-6	-19	5	0.2
CC1CCCC(NC(=O)CCC(=O)NCc2ccccc2)C1C (stereo not drawn)	106	-17	-9	-5.5	4	-6	-4	-1	-1.2
CCOC(=O)C1=C(O)/C(=C\c2cc(C)n(-c3ccccc3F)c2C)N=C1C	94	-17	-3	0.3	-8	-4	-10	-3	1.3
COc1ccc(NC(C)=O)cc1NC(C)C(=O)Nc1ccccc1F (stereo not drawn)	95	-2	-5	-2.1	-4	0	4	32	-1.0
COc1cccc(N2CCN(C3C4CC5CC(C4)CC3C5)CC2)c1 (stereo not drawn)	109	0	6	-1.8	5	-4	-3	15	-1.8
c1cncc(-c2nc(NCc3ccc4c(c3)OCO4)c3ccccc3n2)c1	104	-17	-3	-2.5	-1	-10	2	3	0.1
CCc1ccc(NC(=O)C2C3CCC(O3)C2C(=O)O)cc1 (stereo not drawn)	107	4	20	2.8	0	2	0	3	0.8
CCCSCC(=O)Nc1ncc2c(n1)-c1ccccc1CC2	94	-8	15	-2.8	-2	-2	4	4	-3.0
COc1ccccc1CN1C[C@@H]2C[C@@H](C3=Cc4cc(Cl)ccc4OC3)N3CCC[C@@]23C1=O	104	-21	26*	-4.2	7	-8	-1	12	-0.7
CCc1ccccc1NC(=O)NCCN1CCCCC1	97	2	10	0.6	-10	10	-6	-12	1.2
CC(C)(C)n1ncc(Oc2ccc(Oc3cnn(C(C)(C)C)c(=O)c3Cl)cc2)c(Cl)c1=O	.	-5	.	-7.5	.	1	-4	.	-3.1
COc1cc(OC)cc(-c2nc(-c3ccc(Br)cc3)no2)c1	99	-1	-18	0.7	-7	3	-4	5	-2.3
CCC(C)NCCCOc1ccc(C)cc1OC (stereo not drawn)	101	9	8	-2.5	2	6	0	5	-2.2
CNC(=S)N(CCc1c(C)[nH]c2ccc(C)cc12)Cc1ccc(OC)c(OC)c1	100	-25	9	-2.0	-2	-19	0	-29	-2.6
COc1cccc(NC(=O)COc2cc(O)c3c(c2)OC(C)(C)CC3=O)c1	94	-20	9	-1.4	-4	83*	-11	2	-1.6
CCC(/C=N/NC(=O)c1ccccc1F)CC	90	-6	0	-4.4	-11	-17	5	2	-3.8
COc1ccc(N2Cc3cccc(C(=O)NC(C)CCc4ccco4)c3C2=O)cc1 (stereo not drawn)	102	-30	-4	-4.0	-3	23	-11	40	1.6
CS(=O)(=O)N(CC(=O)N1CCOCC1)c1cc(Cl)ccc1Cl	103	-3	17	-1.3	2	-3	-15	12	-1.3
O=C(O)c1ccccc1C(=O)NNc1ccc(F)cc1	114	0	4	-2.3	4	-3	4	0	-3.2

From PubChem

No enrichment for hits. Share with any hit: about 4.7%.
